Source: PubChem
H9c2 protect: cardioprotection against H2O2-induced cell death, primary screen, uHTS, H9c2 cells, ATPLite luminescence; 360,000 compounds, 0.63% hits; protection from H2O2 cell death, % at 20 µM; H9c2 cardiomyocytes, H2O2 injury protection, 2 h;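 active means compounds giving at least 50% protection of heart cells from peroxide-induced death in the single-dose screen, raw or plate-pattern-corrected value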;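 further: 0% = DMSO wells with peroxide and 100% = DMSO wells without peroxide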
TLR9-MyD88 inh: inhibitors of TLR9-MyD88 association in cells, primary screen, cell-based, CHO, BLA complementation, fluorescence; CCF4 FRET ratio; inhibition, % at 4.98 µM; 340,000 compounds, 0.21% hits;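 active means inhibition above the mean over all tested compounds plus 3 SD, cut at about 21% in these data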;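 further: 0% = DMSO only wells and 100% = clavulanate BLA inhibitor control wells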
MC4R ag barr: MC4R agonists recruiting beta-arrestin, primary screen, cell-based, luminescence, agonist arm of biased-ligand search; Melanocortin receptor 4 (Homo sapiens), P32245; U2OS MC4R beta-arrestin complementation; percent of melanotan II response, DMSO zero; activation, % at 8.9 µM; 360,000 compounds, 0.98% hits;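 active means activation above a per-plate cutoff, the mean activation of sample wells on that plate plus 3 SD, cut at about 8% in these data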
NCOA2 inhibitor: inhibition of GAL4-SRC2 driven luciferase reporter, primary screen, SRC2 inhibitor project, cell-based, luminescence; Nuclear receptor coactivator 2 (Homo sapiens), Q15596; HEK293 GAL4-SRC2 luciferase reporter; inhibition, % at 9 µM; 370,000 compounds, 0.17% hits;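 active means inhibition above the mean inhibition of all tested compounds plus 3 SD, set per campaign, cut at about 52% in these data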;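 further: 0% = DMSO treated cells and 100% = cells given Gossypol at 36 µM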
NOD2-RIPK2 inh: NOD2-RIPK2 binding disruptors in cells, primary screen, fluorescence, CHO cells, BLA complementation | inhibition, % at 4.98 µM | CCF4 ratio | 360,000 compounds, 0.38% hits | Receptor-interacting serine/threonine-protein kinase 2 (Homo sapiens), O43353; in the data active means inhibition above about 21%;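 further: 0% = vehicle only and 100% = reference blocker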
ABHD5-PLIN5 inh: ABHD5-PLIN5 interaction inhibitors, primary screen, cell lysate, split luciferase complementation, luminescence; Split G. princeps luciferase complementation, 4 h; inhibition, % at 4 µM; 360,000 compounds, 0.78% hits; AID 602281, 2012;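 active means inhibition above the mean inhibition across every tested compound plus 3 SD, cut at about 22% in these data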;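 further: 0% = DMSO only wells and the 100% control is not disclosed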
ABCB6 inh 2: ABCB6 transporter inhibitors, primary screen, K562-ABCB6 cells, flow cytometry, MLPCN library; ATP-binding cassette sub-family B member 6 (Homo sapiens), Q9NP58; fluorescence ratio to DMSO, % at 10 µM; 360,000 compounds, 0.19% hits; K562-ABCB6 porphyrin accumulation, 1 h; hits give low values;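 active means fluorescence ratio to DMSO below 75%, the collection mean minus 3 SD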;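 further: signal is porphyrin accumulated inside mitochondria; 100% equals median channel fluorescence of DMSO control wells; lower ratio means ABCB6 inhibition with less porphyrin fluorescence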
Target sequence (Q9NP58 whole entry, looked up): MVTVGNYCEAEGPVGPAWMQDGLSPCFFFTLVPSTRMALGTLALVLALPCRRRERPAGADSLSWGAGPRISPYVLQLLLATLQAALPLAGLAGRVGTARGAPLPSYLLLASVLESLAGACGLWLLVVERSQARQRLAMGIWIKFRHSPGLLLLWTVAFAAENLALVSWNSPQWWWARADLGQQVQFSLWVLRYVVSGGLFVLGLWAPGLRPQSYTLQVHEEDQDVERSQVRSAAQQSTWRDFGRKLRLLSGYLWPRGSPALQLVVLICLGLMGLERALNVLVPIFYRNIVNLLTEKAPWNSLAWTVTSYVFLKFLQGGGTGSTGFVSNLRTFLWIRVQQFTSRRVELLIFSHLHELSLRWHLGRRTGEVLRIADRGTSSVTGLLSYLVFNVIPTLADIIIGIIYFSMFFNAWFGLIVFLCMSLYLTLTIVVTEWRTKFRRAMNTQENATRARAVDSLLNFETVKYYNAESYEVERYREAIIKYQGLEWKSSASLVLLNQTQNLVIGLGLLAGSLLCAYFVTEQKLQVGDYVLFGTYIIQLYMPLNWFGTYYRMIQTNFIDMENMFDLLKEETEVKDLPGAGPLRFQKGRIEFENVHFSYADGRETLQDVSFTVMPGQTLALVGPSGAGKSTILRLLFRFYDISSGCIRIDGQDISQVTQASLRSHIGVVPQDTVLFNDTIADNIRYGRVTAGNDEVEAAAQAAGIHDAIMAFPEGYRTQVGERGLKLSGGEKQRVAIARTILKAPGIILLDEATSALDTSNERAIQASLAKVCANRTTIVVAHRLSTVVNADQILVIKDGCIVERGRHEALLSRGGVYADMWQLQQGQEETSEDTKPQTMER
m5-HT2A agonist: mouse Htr2a agonists via beta-arrestin recruitment, primary screen, cell-based, luminescence; 5-hydroxytryptamine receptor 2A (Mus musculus), P35363; CHO-K1 mHTR2A beta-arrestin complementation; percent of 30 µM serotonin response; activation, % at 7.6 µM; 360,000 compounds, 0.66% hits;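 active means activation above a run cutoff, the mean activation of all tested compounds plus 3 SD, cut at about 14% in these data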;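 further: 0% = plate median of compound wells and 100% = 30 µM serotonin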
Glyco luc inh: increase of ERlucT glycosylation luciferase signal, primary screen, N-linked glycosylation inhibitor project, D54 ERlucT cells, luminescence, set 2 | D54 ERlucT glycosylation luciferase reporter, 24 h; percent of 100 nM tunicamycin response | reporter increase, % at 12.5 µM | 360,000 compounds, 0.23% hits;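 active means mean luciferase reporter signal, scaled so untreated is 0 and the glycosylation-blocking control 100, at or above a set limit in every replicate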;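 further: luciferase carries N-glycosylation sites so blocking glycosylation raises the light; 0% = median of neutral control wells and 100% = median of 100 nM tunicamycin wells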
MC4R antagonist: MC4R antagonists of cAMP signaling, primary screen, cell-based, TR-FRET, antagonist arm of biased-ligand search | Melanocortin receptor 4 (Homo sapiens), P32245 | MC4R-expressing cells, MTII-stimulated cAMP, LANCE TR-FRET | inhibition, % at 6.5 µM | 360,000 compounds, 0.48% hits | AID 540295, 2011;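 active means inhibition above its plate's cutoff, the mean of tested wells on that plate plus 3 SD, cut at about 29% in these data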;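 further: 0% = Melanotan II alone and 100% = Melanotan II plus saturating MCL0020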
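Assay system: U2OS cells stably expressing human melanocortin 4 receptor (MC4R) / Dosing: 6.5 µM / Timing: compound 30 min, challenge 1 h, detection 1 h / Measured by: Eu-cAMP/anti-cAMP TR-FRET, emission 671 nm / Replicates: singlicate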
The depositor's hits bear a star; · = not tested or not shown. Only part of the results is shown. The share of hits here may be higher or lower than overall.

Preview:
SMILES | H9c2 protect | TLR9-MyD88 inh | MC4R ag barr | NCOA2 inhibitor | NOD2-RIPK2 inh | ABHD5-PLIN5 inh | ABCB6 inh 2 | m5-HT2A agonist | Glyco luc inh | MC4R antagonist
CC1(C(=O)NS(C)(=O)=O)CCN1C(=O)C/C=C/c1ccccc1 (centres undefined) | -7 | · | -1.1 | -26 | -13 | 0 | 108 | -1 | 6 | 11
CCOc1ccc(S(=O)(=O)N(CC(=O)NCc2ccncc2)c2ccc(C)cc2)cc1 | 2 | -2 | -0.5 | -8 | -12 | -4 | 100 | 4 | -2 | -2
CN(CC(=O)NCc1ccccn1)S(=O)(=O)c1ccc(Cl)cc1 | 8 | -5 | 0.2 | -14 | -16 | -4 | 99 | 1 | 1 | 19
O=c1c2ccccc2nc(COc2ccccc2)n1/N=C/c1cc([N+](=O)[O-])ccc1O | 11 | 11 | -4.2 | -11 | -7 | 6 | 94 | -1 | 0 | 11
Cc1noc(C)c1C(=O)Nc1ccccc1N1CCCC1 | -5 | -2 | -2.0 | 8 | -15 | 2 | 99 | -4 | -1 | 2

The listing, previewed entries included:
SMILES | H9c2 protect | TLR9-MyD88 inh | MC4R ag barr | NCOA2 inhibitor | NOD2-RIPK2 inh | ABHD5-PLIN5 inh | ABCB6 inh 2 | m5-HT2A agonist | Glyco luc inh | MC4R antagonist
CC1(C(=O)NS(C)(=O)=O)CCN1C(=O)C/C=C/c1ccccc1 (centres undefined) | -7 | · | -1.1 | -26 | -13 | 0 | 108 | -1 | 6 | 11
CCOc1ccc(S(=O)(=O)N(CC(=O)NCc2ccncc2)c2ccc(C)cc2)cc1 | 2 | -2 | -0.5 | -8 | -12 | -4 | 100 | 4 | -2 | -2
CN(CC(=O)NCc1ccccn1)S(=O)(=O)c1ccc(Cl)cc1 | 8 | -5 | 0.2 | -14 | -16 | -4 | 99 | 1 | 1 | 19
O=c1c2ccccc2nc(COc2ccccc2)n1/N=C/c1cc([N+](=O)[O-])ccc1O | 11 | 11 | -4.2 | -11 | -7 | 6 | 94 | -1 | 0 | 11
Cc1noc(C)c1C(=O)Nc1ccccc1N1CCCC1 | -5 | -2 | -2.0 | 8 | -15 | 2 | 99 | -4 | -1 | 2
Cc1oc2c(c1C(=O)Nc1ccc(C(=O)O)cc1)CCCC2 | 4 | 0 | -0.1 | -12 | -5 | 6 | 100 | 4 | 0 | 0
CCOCCCn1c(SCC(=O)NC2CCCC2)nc2ccccc2c1=O | -4 | -5 | 2.8 | 17 | -7 | 5 | 95 | 1 | 2 | 2
OC(CN1CCN(Cc2ccccc2)CC1)c1ccccc1 (centres undefined) | 8 | 4 | 1.4 | -44 | 1 | -3 | 99 | -5 | 0 | 13
CC(C)(C)c1ccc(C(=O)NNc2cc(N3CCCCC3)nc(N3CCCCC3)n2)cc1 | -24 | 7 | -2.1 | -16 | 2 | -2 | 100 | -3 | -6 | 14
Cc1ccc(NC(=O)CSc2nc3cc(C(=O)NCC4CCCO4)ccc3c(=O)n2CC2CCCO2)cc1 (centres undefined) | 14 | 5 | -2.0 | -1 | 1 | -4 | 96 | -2 | -1 | 11
CCOC(=O)Cn1cnc([N+](=O)[O-])n1 | 5 | -2 | -2.3 | -5 | -6 | 0 | 95 | 2 | 2 | 7
O=C(Cn1cnc2c(OCc3ccccc3)ncnc21)NCCCn1ccnc1 | -6 | 3 | -1.0 | -2 | 14 | 1 | 96 | 4 | 1 | -2
CC1(C)CC(=O)c2cc(OCC(=O)N3CCCCCC3)ccc2O1 | -2 | 6 | -2.5 | 1 | -1 | -9 | 107 | 0 | -1 | -6
CCOc1ccc(CN2CCNC(=O)C2CC(=O)NCc2cc(C)n(C)n2)cc1 (centres undefined) | 2 | 1 | -0.6 | -22 | -6 | 19 | 95 | -7 | 1 | 9
COc1ccc(NC(=S)NCc2ccc(Cl)cc2)c(OC)c1 | -9 | -8 | -1.6 | -23 | -5 | -4 | 94 | 0 | -1 | 5
COc1ccc(CC(=O)NCc2n[nH]c(=S)n2-c2ccc(Br)cc2)cc1 | 6 | -1 | -1.2 | -38 | -1 | 2 | 100 | 10 | 2 | 0
Cc1ccnc(SCC(=O)N2CCN(C(c3ccccc3)c3ccccc3)CC2)n1 | 17 | -3 | 0.2 | -9 | 10 | -5 | 96 | -2 | 0 | 3
COc1ccc(CCNC(=O)CCCc2ccccc2)cc1 | -3 | -5 | -1.8 | -9 | -11 | -7 | 99 | 2 | 2 | 4
FC(F)(F)c1cccc(CN2CCN(c3ncccn3)CC2)c1 | 3 | -3 | 0.7 | -11 | 2 | -4 | 102 | 20* | 1 | 6
COc1cccc(NC(=O)CN(C)C(=O)CC2CCCCC2)c1 | -1 | -5 | -1.6 | -24 | -5 | 3 | 99 | -3 | 0 | 5
NS(=O)(=O)c1ccc(CCNC(=O)c2ccc(NC3=NC4CS(=O)(=O)CC4S3)cc2)cc1 (centres undefined) | -8 | -6 | 0.5 | · | 0 | 1 | 94 | 0 | -1 | 1
Cc1oc2c(CN(C)C)c(O)ccc2c(=O)c1-c1cscn1 | -1 | 2 | -0.1 | 24 | 0 | 0 | 97 | -4 | 3 | -4
COc1cccc(C2Nc3ccccc3C(=O)N2Cc2ccccc2)c1 (centres undefined) | -4 | 6 | -1.1 | -34 | -9 | -5 | 97 | -9 | 3 | 6
O=C(NCCc1ccccn1)c1c(-c2ccsc2)sc2ccccc12 | -7 | -3 | 2.1 | 16 | -6 | 20 | 92 | -3 | 2 | 5
CC(C)[C@H]1C(=O)Nc2ccccc2N1C(=O)N[C@@H](Cc1ccccc1)C(=O)N[C@@H](Cc1ccccc1)C(=O)O | -3 | 5 | -0.6 | -3 | -5 | -3 | 107 | 4 | 1 | 7

The list goes on (two carried over from the part before).
SMILES | H9c2 protect | TLR9-MyD88 inh | MC4R ag barr | NCOA2 inhibitor | NOD2-RIPK2 inh | ABHD5-PLIN5 inh | ABCB6 inh 2 | m5-HT2A agonist | Glyco luc inh | MC4R antagonist
O=C(NCCc1ccccn1)c1c(-c2ccsc2)sc2ccccc12 | -7 | -3 | 2.1 | 16 | -6 | 20 | 92 | -3 | 2 | 5
CC(C)[C@H]1C(=O)Nc2ccccc2N1C(=O)N[C@@H](Cc1ccccc1)C(=O)N[C@@H](Cc1ccccc1)C(=O)O | -3 | 5 | -0.6 | -3 | -5 | -3 | 107 | 4 | 1 | 7
Cc1ccc2sc(N(CCN(C)C)C(=O)c3ccc(S(=O)(=O)N4CC(C)OC(C)C4)cc3)nc2c1C (centres undefined) | -6 | 4 | -2.8 | -6 | -6 | 0 | 96 | -2 | -1 | 9
COc1ccc(/C=N/OCC(=O)N(Cc2ccc(OC)cc2)c2ccccc2C(=O)O)cc1 | 0 | -7 | -2.3 | -13 | -3 | -6 | 100 | -1 | 3 | 2
Cc1ccc(F)cc1NC(=O)c1c(-c2ccccc2)noc1C | 0 | 4 | 0.7 | 10 | 6 | 6 | 92 | 1 | 1 | 2
C=CCn1c(SCC(=O)Nc2nnc(CC)s2)nnc1-c1ccco1 | 15 | 3 | -1.6 | -2 | -17 | 2 | 112 | 3 | 0 | 7
COCCn1c(=NC(=O)c2ccc(S(=O)(=O)N3CCOCC3)cc2)sc2cc(S(N)(=O)=O)ccc21 | 1 | 1 | -3.5 | 14 | 3 | 5 | 102 | 2 | -4 | -2
Cc1ccc(NC(=O)C(C)OC(=O)Cc2c[nH]c3ccccc23)cc1 (centres undefined) | -6 | -7 | 1.1 | 5 | 0 | 2 | 100 | 5 | 0 | 9
COc1ccc(OC)c(S(=O)(=O)N2CCCC(C(=O)NCc3ccco3)C2)c1 (centres undefined) | -3 | -3 | -0.9 | -14 | 1 | -9 | 97 | -7 | 4 | -2
O=C(Nc1cccc(F)c1)Nc1cnccn1 | 1 | 1 | -3.7 | 21 | -14 | 0 | 96 | 2 | 2 | -1
COc1cccc(CNC(=O)CN2C(=O)COc3ccc(S(=O)(=O)N4CCC(C)CC4)cc32)c1 | 6 | -2 | -1.2 | -7 | -7 | 1 | 99 | -4 | 1 | 3
Cc1ccc(C(=O)CN2CCC(NC(=O)C3CCCCC3)CC2)cc1 | 1 | -7 | -0.9 | -7 | -6 | -1 | 103 | 1 | -2 | 2
O=C(Nc1ccc2c(c1)OCO2)C(c1ccccc1)N1CCCCC1 (centres undefined) | -5 | -5 | -1.1 | -8 | 5 | -1 | 99 | -1 | 1 | 9
CC(=O)Nc1ccc(S(=O)(=O)Oc2ccc(C(=S)N3CCC(O)CC3)cc2)cc1 | -20 | -9 | 3.6 | 13 | -7 | 7 | 93 | 6 | -3 | 11
Cc1cccc(NC(=O)c2cccc([N+](=O)[O-])c2O)c1C | -16 | -13 | -0.3 | -58 | -11 | 3 | 88 | 2 | -7 | 6
CCC(=O)Nc1ccc(C(=O)OCc2ccccc2)cc1 | -6 | 0 | -2.7 | -35 | -11 | 5 | 99 | 0 | -4 | -8
CCC(=O)Nc1c2c(nn1-c1ccc(F)cc1)CS(=O)C2 (centres undefined) | 0 | 9 | 0.0 | 1 | -1 | 0 | 98 | 5 | 1 | 10
CC(=O)Nc1ccc(NC(=O)CN(c2ccc(C34CC5CC(CC(C5)C3)C4)cc2)S(C)(=O)=O)cc1 | -8 | -3 | 11* | -13 | 2 | -10 | 98 | 3 | -2 | 10
CCOC(=O)/C(=N/Nc1ccc(Cl)cc1)S(=O)(=O)c1ccccc1 | -10 | -9 | 0.5 | 0 | 0 | 2 | 90 | -3 | -1 | 1
c1cc2c3c(cccc3c1)C(N1CCCCCC1)=N2 | -3 | 0 | -1.1 | -3 | 6 | 4 | 100 | 0 | 10 | 2
CCOCc1c(C(=O)OCC(=O)Nc2ccc(C)c(S(=O)(=O)N(C)C)c2)oc2ccccc12 | -8 | -12 | 3.0 | -7 | -1 | -3 | 92 | -1 | 0 | 17
